SENP8 inh: blocks human SENP8 cleavage of Nedd8 substrate | recombinant SENP8, Nedd8 substrate fluorescence | 0.64% of 360,000 active | inhibition, % at 20 µM | Q96LD8; in the data active means inhibition mostly above about 40%, no sharp cut-off; inactive means mostly below about 27%
Target sequence (Q96LD8 whole entry, looked up): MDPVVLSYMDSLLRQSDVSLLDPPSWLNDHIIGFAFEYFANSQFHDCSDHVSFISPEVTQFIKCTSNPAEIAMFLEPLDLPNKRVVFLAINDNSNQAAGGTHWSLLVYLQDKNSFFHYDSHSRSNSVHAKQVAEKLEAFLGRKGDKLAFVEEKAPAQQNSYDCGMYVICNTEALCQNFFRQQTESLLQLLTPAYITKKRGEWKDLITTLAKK
SENP1 FRET inh: SENP1 (human) catalytic domain inhibition | recombinant SENP1 catalytic domain, CyPet-SUMO1-YPet FRET cleavage | inhibition, % at 10 µM | AID 624204 | 0.21% of 360,000 active | Q9P0U3;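 active means inhibition at least 30% at 10 µM, raw YFP signal under a set limit, fluorescence ratio 0.5 to 1.5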;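 further: 0% = enzyme with DMSO and 100% = no enzyme wells; some results filed as inactive read as strong as hits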
Target sequence (Q9P0U3 419-644 limits assumed): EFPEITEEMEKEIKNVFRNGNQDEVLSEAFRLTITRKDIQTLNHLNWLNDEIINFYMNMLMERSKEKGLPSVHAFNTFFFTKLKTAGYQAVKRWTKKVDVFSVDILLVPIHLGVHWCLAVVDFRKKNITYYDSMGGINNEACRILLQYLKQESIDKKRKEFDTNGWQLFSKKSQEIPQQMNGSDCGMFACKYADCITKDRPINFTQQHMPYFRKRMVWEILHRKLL
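Test system: recombinant human SENP1 catalytic domain, His6-tagged / Medium: pH 8 Tris buffer with EDTA, NaCl, BME, BSA, NP40, catalase / Also added: SUMO1 FRET substrate flanked by Cypet and Ypet, 25 nM / Times: 50 min reaction at room temperature / Signal: FRET, CFP and YFP emission / Control set: no-enzyme low control and enzyme-plus-DMSO high control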
Active calls of the source: *; i = inactive. This is a subset; rates above refer to the full screens.

The line under a structure holds: SENP8 inh, SENP1 FRET inh
COc1ccc(OC)c(CN2C(=O)c3ccccc3C2c2nnnn2C2CCCC2)c1 (stereo not drawn)
    7, 2
Cc1cccc(C(=O)N2CCC(C)(C(=O)NS(=O)(=O)C3CC3)C2)c1C (stereo not drawn)
    39, 3
COc1ccc(Nc2c(CC(C)C)nc3nc(C)cc(C)n23)cc1
    14, 2
COc1ccc(CC(N)c2csc(NC(=O)NC(c3ccccc3)c3ccccc3)n2)cc1 (stereo not drawn)
    6, -4
CCc1nc2ccc(C(=O)N3CCN(C(C)=O)CC3)cn2c1N(CC)C(C)=O
    -7, 2
COc1cc(-c2coc3c(C(=O)NCc4ccc(N(C)C)cc4)cccc23)ccc1O
    3, 1
CC(C)(C)NC(=O)C(c1ccccc1)n1c(=O)c(-c2ccccc2)nc2ccccc21 (stereo not drawn)
    -391, -3
Cc1noc(C)c1-c1ccc(C(=O)NCc2ccccc2)c2occc12
    -18, 0
Cc1ccsc1C(=O)N1CCC1(C)C(=O)NCc1cccc2ccccc12 (stereo not drawn)
    24, 2
O=C(C[C@H]1CC[C@@H](NC(=O)Nc2ccc3c(c2)OCO3)[C@@H](CO)O1)NCc1ccccc1
    9, 4
Cc1ccc(-c2cnc(C(O)c3ccc(Cl)c(F)c3)[nH]2)cc1 (stereo not drawn)
    11, -1
COCCc1ccc(OC2(C)CCN(Cc3cccn3-c3nccs3)C2)cc1 (stereo not drawn)
    18, -1
O=C(Nc1ccccc1)c1cc(C2COCCN2C(=O)CCCc2ccccc2)on1 (stereo not drawn)
    17, 1
CC(C)Oc1ccc(F)cc1-c1cc(C(=O)NC2CCCCC2)[nH]n1
    12, 0
COCCNC(=O)C1(C)CCN(C(=O)c2cccnc2Oc2ccccc2)C1 (stereo not drawn)
    26, 3
COc1ccc(C(C)C)cc1-c1cc(C(=O)NCc2cccc(C(F)(F)F)c2)[nH]n1
    8, -1
Cc1ccc(S(=O)(=O)N2[C@H](CC(=O)c3cccc4ccccc34)OC[C@@H]2C)cc1
    26, 3
O=C1Nc2ccccc2N=C(c2ccc3c(c2)OCO3)C1N(CCc1ccccc1)C(=O)CSc1ncccn1 (stereo not drawn)
    -74, -14
Cc1cc(C(O)c2ncc(-c3ccccc3)[nH]2)ccc1F (stereo not drawn)
    3, 1
OC[C@@H]1CN(Cc2ccc(F)cc2)C[C@H](n2cnc3c(NC4CC4)ncnc32)O1
    18, 2
COc1ccc(NC(=O)c2cc(C3CCCCN3C(=O)c3cc(C(C)(C)C)nn3C)on2)c(C)c1 (stereo not drawn)
    9, 0
CC1(C(=O)NCc2ccccc2)Cc2c(-c3cccc(C(N)=O)c3)ccnc2O1 (stereo not drawn)
    5, -2
CCCCCCN1CCN(C2CN(C3CCCCC3)S(=O)(=O)C2)CC1 (stereo not drawn)
    11, -1
O=C(Nc1ccccc1)Nc1nnc([C@H]2C[C@H](O)[C@@H](CO)O2)s1
    9, 1
CC(=O)N1CCN(Cc2cc(=O)oc3ccccc23)CC1
    24, 0
CC(C)CNC(=O)c1ccc(-c2ccc(F)c(F)c2)c2ccoc12
    1, 2
O=C(NCc1ccccc1Cl)c1ccc2sc([C@@H]3O[C@H](CO)[C@H](O)[C@H](O)[C@H]3O)nc2c1
    23, 0
CC(C)NC(=O)C1(C)CN(S(C)(=O)=O)CC(=O)N1CCCn1ccnc1 (stereo not drawn)
    -8, -6
COc1ccc(-c2csc(C(O)c3ccc(F)c(F)c3)n2)cn1 (stereo not drawn)
    -4, 0
O=C(CC[C@H]1O[C@@H](n2cnc3c(NC(=O)c4ccccc4)ncnc32)[C@H](O)[C@@H]1O)NCc1ccc(OC(F)(F)F)cc1
    7, 0
CC(CNC(=O)CC[C@H]1O[C@@H](n2ccc(=O)[nH]c2=O)[C@H](O)[C@@H]1O)c1ccccc1 (stereo partly drawn)
    20, 2
CC(=O)NCCNc1nc2cc(-c3cc(F)ccc3C)sc2c(=O)n1C
    -51, 0
CCCCCCCCN1C(=O)[C@H](CC(=O)NCCC(C)C)C[C@@]2(C(=O)OC)CCCCC=C12
    7, 0
CCCNC(=O)C1(C)CCCN(C(=O)CN2C(=O)c3ccccc3C2=O)C1 (stereo not drawn)
    13, 1
COc1ccccc1CNC(=O)C[C@@H]1CC[C@H]2[C@@H](COC[C@H](O)CN2Cc2ccccc2)O1
    12, 2
CC(C)(C)CNC(=O)c1cc2c(Br)ccc(Br)c2nc1N
    -31, -29
COCCNc1nc(-c2ccccc2CO)c2sc(-c3ccccc3)cc2n1
    -384, -38
COC(=O)c1cc(C)nc(Nc2nc(C(N)Cc3ccc(F)cc3)cs2)n1 (stereo not drawn)
    16, -1
CC1Oc2ccc(C#N)cc2N(Cc2ccc(F)cc2)C1=O (stereo not drawn)
    2, 1
COCCNc1nc(Oc2cccc(NC(C)=O)c2)c2sc(-c3ccccc3)cc2n1
    -265, -2

Taken from the listing, 6 compounds:
The line under a structure holds: SENP8 inh, SENP1 FRET inh
CCCNC(=O)C1(C)CCCN(C(=O)CN2C(=O)c3ccccc3C2=O)C1 (stereo not drawn)
    13, 1
COc1ccccc1CNC(=O)C[C@@H]1CC[C@H]2[C@@H](COC[C@H](O)CN2Cc2ccccc2)O1
    12, 2
CC(C)(C)CNC(=O)c1cc2c(Br)ccc(Br)c2nc1N
    -31, -29
COCCNc1nc(-c2ccccc2CO)c2sc(-c3ccccc3)cc2n1
    -384, -38
COC(=O)c1cc(C)nc(Nc2nc(C(N)Cc3ccc(F)cc3)cs2)n1 (stereo not drawn)
    16, -1
CC1Oc2ccc(C#N)cc2N(Cc2ccc(F)cc2)C1=O (stereo not drawn)
    2, 1

Next section.
The line under a structure holds: SENP8 inh, SENP1 FRET inh
Nc1ncnc2c1ncn2C1OCC(O)C1O (stereo not drawn)
    10, -2
CCCCC1Cc2[nH]c(=S)[nH]c(=O)c2C(c2ccc(F)cc2)O1 (stereo not drawn)
    15, 1
Cc1cccc(C)c1-n1nnnc1C1(C)CCC(=O)N1CCCn1ccnc1 (stereo not drawn)
    1, 2
Cc1cc2nc(-c3ccc(Cl)cc3)c(Cc3cccc(F)c3)n2c(C)c1Br
    -10, 4
C[C@@H]1COc2cc(N3CCC[C@H]3CO)ccc2S(=O)(=O)N1
    17, 0
CC(C)NC(=O)C1(C)CN(S(C)(=O)=O)CC(=O)N1CCCN1CCOCC1 (stereo not drawn)
    6, -4
C#CCNC(=O)C[C@@H]1C[C@@]2(C(=O)OC)CCCCC=C2N(Cc2ccc(Cl)cc2Cl)C1=O
    11, 1
CC1=C(C(=O)N(C(C)C)C(C)C)CC(CC(=O)NC2CCCC2)C(=O)N1CCCN1CCCC1=O (stereo not drawn)
    13, 1
CCCCNC(=O)C1(C)CCCCN1C(=O)c1cccc(OC(F)(F)F)c1 (stereo not drawn)
    15, -1
COc1cccc(-c2cnc(C(O)c3ccc(CN4CCCC4)cc3)[nH]2)c1 (stereo not drawn)
    8, 1
CC(=O)Nc1ccc(C(=O)N2CCCCC2c2cc(C(=O)Nc3cccc4c3CCCC4)no2)cc1 (stereo not drawn)
    1, -2
FC(F)(F)c1cccc(-c2cc3nc(NCCOc4ccccc4)ccn3n2)c1
    i, -11
CC1(C(=O)Nc2ccc3c(c2)OCO3)Cc2c(-c3ccccc3)ccnc2O1 (stereo not drawn)
    11, -1
CN(C)CCCNc1nc2cc(-c3ccc(C(=O)N4CCN(C)CC4)cc3)sc2c(=O)n1C
    -280, -7
O=C(NCc1ccccc1)C(c1cccc2ccccc12)n1c(=O)c(-c2ccccc2)nc2ccccc21 (stereo not drawn)
    -378, -3
COCCNC(=O)C1(C)CCCN(C(=O)c2ccc(F)cc2Cl)C1 (stereo not drawn)
    3, 1
C#CCNC(=O)C[C@@H]1C[C@@]2(C(=O)OC)CC(C)(C)CC=C2N(CCc2ccc(OC)c(OC)c2)C1=O
    21, 1
O=C1CC(=O)N(C2CCCCC2)C(=O)N1c1ccccc1S(=O)(=O)Oc1ccccc1
    14, -20
CCCCCCCCN1C(=O)[C@H](CC(=O)N2CCN(C(=O)c3ccco3)CC2)C[C@@]2(C(=O)OC)CC(C)(C)CC=C12
    22, 5
CC(=O)O[C@@H](Cc1ccc(O)cc1)C(=O)CC(C)C
    21, -2

The closing five compounds of the section above open the next one.
The line under a structure holds: SENP8 inh, SENP1 FRET inh
COCCNC(=O)C1(C)CCCN(C(=O)c2ccc(F)cc2Cl)C1 (stereo not drawn)
    3, 1
C#CCNC(=O)C[C@@H]1C[C@@]2(C(=O)OC)CC(C)(C)CC=C2N(CCc2ccc(OC)c(OC)c2)C1=O
    21, 1
O=C1CC(=O)N(C2CCCCC2)C(=O)N1c1ccccc1S(=O)(=O)Oc1ccccc1
    14, -20
CCCCCCCCN1C(=O)[C@H](CC(=O)N2CCN(C(=O)c3ccco3)CC2)C[C@@]2(C(=O)OC)CC(C)(C)CC=C12
    22, 5
CC(=O)O[C@@H](Cc1ccc(O)cc1)C(=O)CC(C)C
    21, -2
CC(O)(c1cccc(F)c1)c1nc(-c2ccc(Cl)cc2)cs1 (stereo not drawn)
    7, 2
OC[C@@H]1CN(Cc2ccc3c(c2)OCO3)C[C@H](n2cnc3c(NCc4ccc(F)cc4)ncnc32)O1
    3, 3
c1ccc2c(-c3cc(NCc4ccncc4)n4nccc4n3)cccc2c1
    -147, 0
COCCNC(=O)C1(C)CCN(C(=O)c2cccc(C)c2C)C1 (stereo not drawn)
    11, 6
O=C(Nc1ccc2c(c1)OCCO2)C1c2ccccc2OCC(=O)N1CCc1c[nH]c2ccccc12 (stereo not drawn)
    4, -1
Cc1ccccc1-c1cnc(C(O)c2ccc(-c3ccccc3)cc2)[nH]1 (stereo not drawn)
    41*, 1
COCCNC(=O)C1CCCN(Cc2ccc(C#N)cc2)CC1 (stereo not drawn)
    23, 0
CCCC(C)(C)C(=O)N1CCC1(C)C(=O)NS(=O)(=O)c1cccc(Cl)c1 (stereo not drawn)
    0, 3
Clc1ccc(-c2nc3ccc(Cl)cn3c2Cc2cccc(Cl)c2)cc1
    -224, 10
CCOC(=O)C1=CCC(c2ccc(C#N)cc2)N(S(=O)(=O)c2ccc(C)cc2)C1 (stereo not drawn)
    10, -7
COc1cc(C(=O)N2CCCCC2c2cc(C(=O)N3CCOCC3)no2)cc(OC)c1C (stereo not drawn)
    8, 1
CC(C)N(C)c1ncnc2c1ncn2[C@H]1CN(Cc2ccco2)C[C@@H](CO)O1
    -8, 2
COc1ccc(CCC(=O)N2c3ccccc3N=C(c3ccc(C(F)(F)F)cc3)C2C(=O)NC(C)C)cc1 (stereo not drawn)
    -112, 2
Cc1ccsc1CNC(=O)C1(C)CCCN1CC(C)C (stereo not drawn)
    1, -1
Cc1ccc(Cc2c(-c3ccco3)nc3ccc(C)cn23)cc1
    -386, -8
C#CCNC(=O)C[C@@H]1C[C@@]2(C(=O)OCC)CCCC=C2N(CCCCCCCC)C1=O
    23, 4
O=C(NCc1ccccc1)Nc1nnc([C@@H]2C[C@H](O)[C@@H](CO)O2)s1
    22, 0
N#CCC1(O)C(=O)N(Cc2ccccc2)c2ccccc21 (stereo not drawn)
    -1, -14
Cc1ccc(C)c(NC(=O)C2(C)CCN2C(C)C)c1 (stereo not drawn)
    20, 1
Cc1cccc(C)c1NC(=O)C(C1CC1)n1c(=O)c(-c2cc3ccccc3[nH]2)nc2ccccc21 (stereo not drawn)
    -396, -21
Nc1ncnc2c1ncn2[C@@H]1O[C@H](C(=O)N2CCC(F)(F)CC2)[C@@H](O)[C@H]1O
    17, 1
Cc1cc(Cl)ccc1C(O)c1ncc(-c2ccc(Cl)cc2)[nH]1 (stereo not drawn)
    -2, 1
CC(C)n1nnnc1C1c2ccccc2C(=O)N1Cc1cccs1 (stereo not drawn)
    19, 2
CC1(C(=O)Nc2ccc3c(c2)OCCO3)CCN1C(=O)CC1CCCC1 (stereo not drawn)
    11, 4
COC(=O)[C@]12CCCCC=C1N(Cc1ccco1)C(=O)[C@H](CC(=O)NCCCCc1ccccc1)C2
    4, -2
CCCOc1ccc(F)cc1-c1cc(C(=O)NCc2cccs2)[nH]n1
    27, 1
Cc1cc(C(=O)N2CCCC(C)(C(=O)NS(=O)(=O)C3CC3)C2)n(C(C)(C)C)n1 (stereo not drawn)
    12, 2
CCCCNC(=O)C1(C)CCN1C(=O)c1cc(C)n(C(C)(C)C)n1 (stereo not drawn)
    9, 1
CC(C)(C)NC(=O)C(c1cccc2ccccc12)n1c(=O)c(-c2ccccc2)nc2ccccc21 (stereo not drawn)
    -376, -16
COc1cc(CN2C[C@@H](CO)O[C@@H](n3cnc4c(N5CCN(c6ccccc6)CC5)ncnc43)C2)cc(OC)c1OC
    8, 1
O=C(NCc1ccc(F)cc1F)[C@@H]1CCCN1C(=O)[C@@H]1CCCN1
    25, 2
NC(c1ccccc1)c1csc(NC(=O)Nc2ccc(OC(F)(F)F)cc2)n1 (stereo not drawn)
    -14, -4
Cc1ccc(-c2nc3c(Cl)cc(C(F)(F)F)cn3c2Cc2ccsc2)cc1
    -298, -16
CCOC(=O)C1(C)CCCN(C(=O)c2ccc(OC)c(OC)c2)C1 (stereo not drawn)
    9, -1
COc1ccc(C(=O)C(=O)N2CCN(c3ccccc3F)CC2)cc1
    10, 4

Source: PubChem (Sanford-Burnham Center for Chemical Genomics)
